Bioassay records (PubChem BioAssay)
eLon inh: inhibitors of E. coli Lon protease | P0A9M0 | purified E. coli Lon protease, fluorescence polarization | inhibition, % at 7.94 µM | 360,000 tested, 0.42% active; in the data active means inhibition above about 13%, passing the limit was not always enough;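 further: 0% = enzyme with probe and DMSO and 100% = no enzyme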
Target sequence (P0A9M0 whole entry, looked up): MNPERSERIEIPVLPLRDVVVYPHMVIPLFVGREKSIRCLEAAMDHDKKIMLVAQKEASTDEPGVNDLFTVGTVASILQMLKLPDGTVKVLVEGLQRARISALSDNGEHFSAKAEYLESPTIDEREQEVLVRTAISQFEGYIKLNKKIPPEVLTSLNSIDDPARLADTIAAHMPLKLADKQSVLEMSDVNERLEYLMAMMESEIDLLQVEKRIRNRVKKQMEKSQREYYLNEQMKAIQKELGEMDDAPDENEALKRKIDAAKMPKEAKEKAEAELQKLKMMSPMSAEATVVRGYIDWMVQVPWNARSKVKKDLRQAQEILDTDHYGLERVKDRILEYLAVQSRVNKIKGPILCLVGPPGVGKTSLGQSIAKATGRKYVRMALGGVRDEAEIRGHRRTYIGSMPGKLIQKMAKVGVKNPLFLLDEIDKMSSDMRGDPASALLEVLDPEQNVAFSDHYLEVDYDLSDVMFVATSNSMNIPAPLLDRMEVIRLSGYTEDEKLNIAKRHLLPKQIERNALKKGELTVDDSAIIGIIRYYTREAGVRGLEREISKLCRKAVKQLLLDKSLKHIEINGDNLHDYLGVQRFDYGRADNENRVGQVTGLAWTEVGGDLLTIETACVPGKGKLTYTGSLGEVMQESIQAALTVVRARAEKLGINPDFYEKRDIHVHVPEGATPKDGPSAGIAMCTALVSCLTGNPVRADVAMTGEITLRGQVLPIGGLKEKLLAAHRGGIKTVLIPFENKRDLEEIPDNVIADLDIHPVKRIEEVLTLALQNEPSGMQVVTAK
Rin1 Abl inh: human Rin1-Abl interaction inhibition; 360,000 tested, 0.4% active; TR-FRET Rin1/Abl binding, biochemical; inhibition, % at 7.35 µM; P00519+Q13671; AID 588664; in the data active means inhibition above about 5%, passing the limit was not always enough
MT1-MMP act inh: MT1-MMP (human) activation inhibition | GFP/RFP ratio change, % at 20 µM | HT1080 RFP-PRO-GFP cells, GFP/RFP ratio fluorescence, overnight; percent of plate control window, DMSO zero | P50281 | 360,000 tested, 0.061% active;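 active means GFP/RFP ratio change of at least 30% with cell ATP level not reduced by more than half and red fluorescence within 50% of control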; further: strong numbers were not always called active
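Compound: 20 µM single dose, 1% DMSO / System: HT1080 RFP-PRO-GFP cells / Controls: DMSO and RFP-L50D-GFP cell wells / Read-out basis: GFP/RFP fluorescence ratio / Schedule: overnight compound exposure at 37 °C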
NRP1-CendR mod: NRP-1/CendR interaction modulation | O14786 | FAM-RPARPAR peptide binding to NRP-1, fluorescence polarization | inhibition, % at 25 µM | 360,000 tested, 0.85% active | AID 602438;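 active means inhibition or corrected inhibition above about 18%, plus a signal ratio from 0.5 to 1.5, limit read from the data, passing the limit was not always enough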; further: strong numbers were not always called active
MLLE-PAM2 inh: blocks PAM2 peptide binding to the PABP1 MLLE domain | P11940 | GST-MLLE / FITC-PAM2 fluorescence polarization | inhibition, % at 20 µM | 360,000 tested, 0.36% active; in the data active means inhibition above about 35%, passing the limit was not always enough;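 further: plate controls were DMSO wells with GST-MLLE for no effect and wells lacking GST-MLLE protein for full effect; some results filed as inactive read as strong as hits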
SKN-1 inh: C. elegans SKN-1 inhibition. C. elegans VP596 Pgst-4::GFP/RFP ratio, acrylamide-induced, 24 h. inhibition, % at 21.8 µM. 360,000 tested, 0.49% active;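 active means interference check ratio from 0.5 to 1.5 plus GFP to RFP signal ratio inhibition reaching or exceeding a fixed threshold, cut at about 30% in these data, passing the limit was not always enough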; further: some compounds called inactive have numbers as strong as hits
FAS-TE inh: inhibitors of human fatty acid synthase thioesterase domain; P49327; recombinant FAS-TE, OMFH fluorogenic substrate, fluorescence endpoint; inhibition, % at 15 µM; 360,000 tested, 0.67% active;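 active means compounds whose normalised, plate-corrected inhibition of enzyme fluorescence in the single-dose primary screen is 50% or more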;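 further: 0% = DMSO with enzyme and 100% = substrate without enzyme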
MsrA act: activators of bovine methionine sulfoxide reductase A; purified bovine MsrA, absorbance read-out; activation, % at 10.6 µM; 360,000 tested, 0.3% active; in the data active means activation above about 7.5%;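 further: 0% = vehicle and 100% = reference activator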
Neddyl block: cullin neddylation inhibition; TR-FRET cullin neddylation, biochemical; 360,000 tested, 0.58% active; calls only at 25 µM; in the data active means inhibition above about 36%
* = called active by the depositor.

Screening O=c1[nH]c(=O)n(-c2ccccc2)c(O)c1/C=C/C=Nc1ccccc1 returned eLon inh inactive, Rin1 Abl inh -7, MT1-MMP act inh -94, NRP1-CendR mod 101, MLLE-PAM2 inh -150, SKN-1 inh 3, FAS-TE inh -6, MsrA act -4 and Neddyl block inactive.
Screening C=C1C/C(=C/C)C(=O)O[C@@H]2CCN3CC=C(COC(=O)[C@]1(C)O)[C@H]23 returned MT1-MMP act inh -4, NRP1-CendR mod -1, MLLE-PAM2 inh -16, SKN-1 inh -5, FAS-TE inh -2 and Neddyl block inactive.
O=C(CF)N(O)c1ccc(C=Cc2ccccc2)cc1 was read as eLon inh 1, Rin1 Abl inh -1, MT1-MMP act inh -8, NRP1-CendR mod -2, MLLE-PAM2 inh 7, SKN-1 inh -19, FAS-TE inh -53, MsrA act -4 and Neddyl block inactive.
`NC(=O)c1cc(N2CC2)c([N+](=O)[O-])cc1[N+](=O)[O-]` gave eLon inh 6, Rin1 Abl inh -6, MT1-MMP act inh -3, NRP1-CendR mod -4, MLLE-PAM2 inh -8, SKN-1 inh -5, FAS-TE inh -4, MsrA act -7 and Neddyl block inactive.
COc1ccccc1OCC#CCN1CCCCCC1 was read as eLon inh 10, Rin1 Abl inh -1, MT1-MMP act inh 0, NRP1-CendR mod 11, MLLE-PAM2 inh 2, SKN-1 inh 14, FAS-TE inh -5, MsrA act -2 and Neddyl block inactive.
Screening COC(=O)C1=C(c2cccc(OC)c2OC)C[C@@H]2CC[C@H]1N2C(=O)NC1CC1 returned eLon inh -5, Rin1 Abl inh 0, MT1-MMP act inh 1, NRP1-CendR mod 8, MLLE-PAM2 inh 3, SKN-1 inh -2, FAS-TE inh -10, MsrA act -3 and Neddyl block inactive.
For O=[N+]([O-])c1oc2ccc3ccccc3c2c1CCO the results were eLon inh -6, Rin1 Abl inh 1, MT1-MMP act inh -2, NRP1-CendR mod 12, MLLE-PAM2 inh -18, SKN-1 inh 16, FAS-TE inh 5, MsrA act -2 and Neddyl block inactive.
For O=c1[nH]c2ccccc2n1C1CCN(CCCC(c2ccc(F)cc2)c2ccc(F)cc2)CC1 the results were eLon inh -2, Rin1 Abl inh -3, MT1-MMP act inh 0, NRP1-CendR mod -2, MLLE-PAM2 inh 4, SKN-1 inh 0, FAS-TE inh 14, MsrA act -1 and Neddyl block inactive.
`C[C@]12CCC3C(CC[C@H]4C[C@@H](O)CC[C@]34C)C1CC[C@@H]2N` (stereo not given in full) gave eLon inh 6, Rin1 Abl inh 0, MT1-MMP act inh -11, NRP1-CendR mod 6, MLLE-PAM2 inh 11, SKN-1 inh 10, FAS-TE inh -5, MsrA act 6 and Neddyl block inactive.
For Oc1cc2c(cc1CN1CCN(c3ccccc3F)CC1)OCO2 the results were eLon inh 1, Rin1 Abl inh 1, MT1-MMP act inh -6, NRP1-CendR mod 10, MLLE-PAM2 inh 1, SKN-1 inh 0, FAS-TE inh -2, MsrA act -3 and Neddyl block inactive.
Screening O=[N+]([O-])c1cnc[nH]1 returned eLon inh 2, Rin1 Abl inh -1, MT1-MMP act inh 1, NRP1-CendR mod 7, MLLE-PAM2 inh -5, SKN-1 inh 4, FAS-TE inh 0, MsrA act -2 and Neddyl block inactive.
For O=C(Cc1ccccc1)OCCN1CCOCC1 the results were eLon inh -2, Rin1 Abl inh -3, MT1-MMP act inh -1, NRP1-CendR mod 1, MLLE-PAM2 inh 2, SKN-1 inh 1, FAS-TE inh -13, MsrA act -5 and Neddyl block inactive.
O=C1/C(=C/c2ccccc2Cl)N2CCC1CC2 was read as eLon inh -1, Rin1 Abl inh -2, MT1-MMP act inh -2, NRP1-CendR mod 2, MLLE-PAM2 inh 1, SKN-1 inh 0, FAS-TE inh 2, MsrA act -6 and Neddyl block inactive.
Screening N#Cc1c(N2CCNCC2)nc(-c2ccco2)c2c1CCCC2 returned eLon inh -5, Rin1 Abl inh -5, MT1-MMP act inh -3, NRP1-CendR mod -10, MLLE-PAM2 inh 8, SKN-1 inh -3, FAS-TE inh -4, MsrA act -3 and Neddyl block inactive.
`Cc1n[nH]c(C)c1CCN` gave eLon inh -6, Rin1 Abl inh 2, MT1-MMP act inh -1, NRP1-CendR mod -21, MLLE-PAM2 inh 11, SKN-1 inh -10, FAS-TE inh -7, MsrA act 2 and Neddyl block inactive.
For COC(=O)C1=C(c2ccc(OCc3ccccc3)cc2)C[C@@H]2CC[C@H]1N2C(=O)NCCCc1ccccc1 the results were eLon inh 3, Rin1 Abl inh 1, MT1-MMP act inh -10, NRP1-CendR mod 8, MLLE-PAM2 inh -5, SKN-1 inh 13, FAS-TE inh 39, MsrA act -3 and Neddyl block inactive.
`CCC(=O)C(CCN1CCOCC1)(c1ccccc1)c1ccccc1` gave eLon inh 7, Rin1 Abl inh -1, MT1-MMP act inh 0, NRP1-CendR mod 0, MLLE-PAM2 inh -6, SKN-1 inh -5, FAS-TE inh -3, MsrA act 0 and Neddyl block inactive.
For COc1ccc(N2C(=O)NC(=O)/C(=C\c3ccc([N+](=O)[O-])s3)C2=O)cc1 the results were eLon inh -26, Rin1 Abl inh 5, MT1-MMP act inh 16, NRP1-CendR mod -19, MLLE-PAM2 inh 5, SKN-1 inh 13, FAS-TE inh -1, MsrA act -1 and Neddyl block inactive.
CNCC(=O)c1ccccc1 was read as eLon inh 5, Rin1 Abl inh 3, MT1-MMP act inh 2, NRP1-CendR mod -32, MLLE-PAM2 inh -23, SKN-1 inh 2, FAS-TE inh -4, MsrA act -13 and Neddyl block inactive.
O=C(O)C(O)(c1ccccc1)C1CCCC1 (stereo not given) was read as eLon inh -3, Rin1 Abl inh 2, MT1-MMP act inh 0, NRP1-CendR mod 13, MLLE-PAM2 inh -1, SKN-1 inh -2, FAS-TE inh -5, MsrA act -1 and Neddyl block inactive.

Three compounds picked at random from the list so far, as already listed:
`NC(=O)c1cc(N2CC2)c([N+](=O)[O-])cc1[N+](=O)[O-]` gave eLon inh 6, Rin1 Abl inh -6, MT1-MMP act inh -3, NRP1-CendR mod -4, MLLE-PAM2 inh -8, SKN-1 inh -5, FAS-TE inh -4, MsrA act -7 and Neddyl block inactive.
For COC(=O)C1=C(c2ccc(OCc3ccccc3)cc2)C[C@@H]2CC[C@H]1N2C(=O)NCCCc1ccccc1 the results were eLon inh 3, Rin1 Abl inh 1, MT1-MMP act inh -10, NRP1-CendR mod 8, MLLE-PAM2 inh -5, SKN-1 inh 13, FAS-TE inh 39, MsrA act -3 and Neddyl block inactive.
For COc1ccc(N2C(=O)NC(=O)/C(=C\c3ccc([N+](=O)[O-])s3)C2=O)cc1 the results were eLon inh -26, Rin1 Abl inh 5, MT1-MMP act inh 16, NRP1-CendR mod -19, MLLE-PAM2 inh 5, SKN-1 inh 13, FAS-TE inh -1, MsrA act -1 and Neddyl block inactive.

Remaining list, next part.
COC(=O)C1=C(c2ccc(OC)c(OC)c2)C[C@@H]2CC[C@H]1N2C(=O)NCCO was read as eLon inh -13, Rin1 Abl inh 4, MT1-MMP act inh -2, NRP1-CendR mod -4, MLLE-PAM2 inh 10, SKN-1 inh 7, FAS-TE inh -8, MsrA act -4 and Neddyl block inactive.
For CCC(=O)Nc1ccccc1 the results were eLon inh -12, Rin1 Abl inh 0, MT1-MMP act inh 2, NRP1-CendR mod -1, MLLE-PAM2 inh -11, SKN-1 inh 2, FAS-TE inh -4, MsrA act -1 and Neddyl block inactive.
CS(=O)(=O)c1ccc(C2=C(CNC(=O)c3cccs3)[C@H]3CC[C@@H](C2)N3Cc2ccco2)cc1 was read as eLon inh -5, Rin1 Abl inh -1, MT1-MMP act inh 4, NRP1-CendR mod -12, MLLE-PAM2 inh -3, SKN-1 inh 1, FAS-TE inh -10, MsrA act -7 and Neddyl block inactive.
Screening NC(Cc1ccc(Cl)cc1)c1csc(Nc2cnccn2)n1 (stereo not given) returned eLon inh -11, Rin1 Abl inh -4, MT1-MMP act inh -4, NRP1-CendR mod 1, MLLE-PAM2 inh -29, SKN-1 inh -17, FAS-TE inh -4, MsrA act -1 and Neddyl block inactive.
For CCCCCCNc1nc(OC)nc(N2CC3CC(C2)c2cccc(=O)n2C3)n1 (stereo not given) the results were eLon inh 4, Rin1 Abl inh 0, MT1-MMP act inh 5, NRP1-CendR mod 5, MLLE-PAM2 inh 7, SKN-1 inh 5, FAS-TE inh -1, MsrA act -1 and Neddyl block inactive.
For Cc1ccc(-c2nc3ccc(Cl)cc3n2OC(=O)N(C)C)cc1 the results were eLon inh 2, Rin1 Abl inh 0, MT1-MMP act inh 2, NRP1-CendR mod -1, MLLE-PAM2 inh -6, SKN-1 inh -10, FAS-TE inh 1, MsrA act -6 and Neddyl block inactive.
For CC(C)NS(=O)(=O)c1ccc(OCC(=O)N2CCN(Cc3ccccc3)CC2)cc1 the results were eLon inh -3, Rin1 Abl inh 2, MT1-MMP act inh -2, NRP1-CendR mod 12, MLLE-PAM2 inh -6, SKN-1 inh 4, FAS-TE inh -5, MsrA act -2 and Neddyl block inactive.
For O=c1[nH]c(=O)n(C2CCCCC2)c(O)c1C=NCCCn1ccnc1 the results were eLon inh -9, Rin1 Abl inh 0, MT1-MMP act inh -5, NRP1-CendR mod -20, MLLE-PAM2 inh -22, SKN-1 inh 6, FAS-TE inh -6, MsrA act -2 and Neddyl block inactive.
`C[N+]1(C)CCC(OC(=O)C(c2ccccc2)c2ccccc2)CC1` gave eLon inh 1, Rin1 Abl inh -2, MT1-MMP act inh 2, NRP1-CendR mod -10, MLLE-PAM2 inh -134, SKN-1 inh -15, FAS-TE inh -3, MsrA act 0 and Neddyl block inactive.
For CCCCOCCCn1c(N)c(C(=O)OCCOC)c2nc3ccccc3nc21 the results were eLon inh -1, Rin1 Abl inh -3, MT1-MMP act inh -3, NRP1-CendR mod 0, MLLE-PAM2 inh 21, SKN-1 inh 16, FAS-TE inh 1 and MsrA act -3.
`COc1ccc(C=O)cc1O` gave eLon inh -10, Rin1 Abl inh -2, MT1-MMP act inh 4, NRP1-CendR mod -1, MLLE-PAM2 inh -5, SKN-1 inh -7, FAS-TE inh -13, MsrA act -3 and Neddyl block inactive.
Screening COc1cc(C(=O)OC2C[C@H]3CC[C@@H](C2)N3C)ccc1O (stereo not given in full) returned eLon inh 0, Rin1 Abl inh 6, MT1-MMP act inh -9, NRP1-CendR mod 0, MLLE-PAM2 inh 0, SKN-1 inh 13, FAS-TE inh -5, MsrA act -4 and Neddyl block inactive.
`CCOC(=O)c1cc2c(cn1)[C@H](CCO)NC2` gave eLon inh 3, Rin1 Abl inh -2, MT1-MMP act inh 3, NRP1-CendR mod 0, MLLE-PAM2 inh 5, SKN-1 inh -3, FAS-TE inh -5, MsrA act -3 and Neddyl block inactive.
For CCOC(=O)C1(c2ccccc2)CCN(CCC(=O)Nc2ccc(C(=O)OC)cc2)CC1 the results were eLon inh 0, Rin1 Abl inh 2, MT1-MMP act inh 1, NRP1-CendR mod -20, MLLE-PAM2 inh 5, SKN-1 inh 10, FAS-TE inh 4, MsrA act -2 and Neddyl block inactive.
Screening CCCCCCC[n+]1ccc(-c2cc[n+](CCCCCCC)cc2)cc1 returned eLon inh -4, Rin1 Abl inh -6, MT1-MMP act inh 2, NRP1-CendR mod -1, MLLE-PAM2 inh -107, SKN-1 inh -11, FAS-TE inh -13, MsrA act 4 and Neddyl block inactive.
Screening Cc1cccc(OP(N)(N)=O)c1C returned eLon inh -8, Rin1 Abl inh 5, MT1-MMP act inh 1, NRP1-CendR mod 0, MLLE-PAM2 inh 6, SKN-1 inh 4, FAS-TE inh -6, MsrA act 0 and Neddyl block inactive.
For CC1([N+](=O)[O-])COP(=O)(Nc2ccccc2F)OC1 (stereo not given) the results were eLon inh -2, Rin1 Abl inh 1, MT1-MMP act inh 3, NRP1-CendR mod 0, MLLE-PAM2 inh 2, SKN-1 inh -8, FAS-TE inh -3, MsrA act 3 and Neddyl block inactive.

Some of the compounds tested; the hit share may differ from the screen's.
